Source: PubChem
GLP-1R agonist: GLP-1 receptor (human) agonism | P43220 | HEK293 GLP-1R CRE-luciferase, luminescence, 4-6 h; cells express a hypersensitive GLP-1R form | Potency, µM (top dose mostly 45.6 µM), for the others: at the top dose activation, most hits filed as activators | hit rate 0.007% among 380,000 | AID 624172; also: % of control where 0% means no effect
Target sequence (P43220 whole entry, looked up): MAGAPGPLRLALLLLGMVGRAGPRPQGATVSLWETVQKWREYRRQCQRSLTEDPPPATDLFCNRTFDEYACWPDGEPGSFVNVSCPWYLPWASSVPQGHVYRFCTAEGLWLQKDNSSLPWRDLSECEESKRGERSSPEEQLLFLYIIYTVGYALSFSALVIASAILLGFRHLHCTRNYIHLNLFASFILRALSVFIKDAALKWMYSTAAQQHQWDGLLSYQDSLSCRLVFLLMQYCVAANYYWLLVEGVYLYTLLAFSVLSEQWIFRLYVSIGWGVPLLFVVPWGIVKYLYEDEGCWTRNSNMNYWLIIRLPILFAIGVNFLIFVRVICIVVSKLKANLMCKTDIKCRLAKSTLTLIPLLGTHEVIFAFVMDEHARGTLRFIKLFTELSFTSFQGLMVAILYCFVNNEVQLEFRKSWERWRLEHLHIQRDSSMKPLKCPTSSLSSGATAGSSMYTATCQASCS
TDP43 rescue: rescues yeast growth from TDP-43 toxicity | TDP-43 expressing yeast growth rescue, BacTiter-Glo, 24 h | Potency, µM (doses to about 46.1 µM), without a hit: top-dose growth rescue (activation), usual class: activators | hit rate 1.8% among 410,000 | AID 652104; also: % of control where 0% means no effect; nearly all actives have a fitted effect of over 50% in size
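Yeast expressing TDP-43 (pregrown in raffinose, seeded at OD600=0.02 in galactose medium) exposed to compounds 24 hr at 30 deg C. Growth read by BacTiter-Glo luminescence; rescue of toxicity appears as increased signal.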
GLP-1R inv ag: GLP-1 receptor (human) inverse agonism; P43220; HEK293 GLP-1R CRE-luciferase, luminescence, 24 h; GLP-1R form is constitutively active; Potency, µM (highest dose often 38.3 µM), for the others: top-dose activity change, negative = inhibition, hits mostly inhibitors; hit rate 1.6% among 410,000; also: % is scaled to controls: 0 for no effect and ±100 for the full control effect; nearly all actives have a fitted effect of over 55% in size
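HEK293 cells stably co-expressing a cAMP-responsive luciferase reporter and constitutively active GLP-1R were seeded, incubated 12 h, then exposed to compounds for 24 h at 37 C. Luminescence was read 12 min after detection reagent; inverse agonists lower signal.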
SW480 rereplic: induces DNA re-replication in SW480 colon adenocarcinoma cells | Potency, µM (titrated, usually from 46.1 µM), inactives show top-dose re-replication activation, usual class: activators | hit rate 1.8% among 340,000 | SW480 DNA re-replication, Hoechst DNA content imaging, 48 h; also: % of control where 0% means no effect; nearly all actives have a fitted effect of over 55% in size
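Image-based read-out: total Hoechst fluorescence of nuclei (405 nm excitation, 500-530 nm emission), with hits raising the fraction of high-intensity nuclei. SW480 colon cells incubated 48 hr with compounds at 37 C.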
KB-3-1 cytotox: kills parental KB-3-1 adenocarcinoma cells; KB-3-1 viability, CellTiter-Glo ATP luminescence, 72 h; Potency, µM (highest dose often 46.1 µM), for the others: at the top dose activity change, negative = cytotoxic, usual class: cytotoxic; hit rate 1.4% among 400,000; AID 1347075; also: % is scaled to controls: 0 for no effect and ±100 for the full control effect; nearly all actives have a fitted effect of over 60% in size
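Using CellTiter-Glo luminescence, growth of non-resistant KB-3-1 adenocarcinoma cells is assessed 72 h after pin-tool compound addition at 37 °C. Normalized responses across the concentration series yield fitted curves.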
KB-V1 MDR tox: kills drug-selected multidrug resistant KB-V1 cells | KB-V1 MDR cells viability, CellTiter-Glo, 72 h | Potency, µM (titrated, usually from 46.1 µM), for the others: top-dose activity change, negative = cytotoxicity, hits mostly cytotoxic | hit rate 3.4% among 400,000 | AID 1347076; also: % is scaled to controls: 0 for no effect and ±100 for the full control effect; nearly all actives have a fitted effect of over 60% in size
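KB-V1, DMEM (no phenol red) + 10% FBS; cpd pin-transferred, titration series; 72 h, 37 degrees C; CellTiter-Glo, luminescence. Data normalized, curve-fit.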
GLP1R cytotox: cytotoxicity counter-screen for GLP-1 receptor inverse agonists; AID 624418; HEK293 cAMP-luciferase reporter cells, luminescence, 24 h; hit rate 0.13% among 410,000; Potency, µM (series often up to 38.3 µM), for the others: top-dose activity change, negative = inhibition, most hits filed as inhibitors;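 also: loss of luciferase light is scored as toxicity; % is scaled to controls: 0 for no effect and ±100 for the full control effect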
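Step one: seed cells (200 cells/uL, DMEM with 10% Nu serum, 1% pen-strep). Step two: 12-hour incubation at 37 deg C. Step three: pin 23 nL compound, incubate 24 hr. Step four: add luciferase reagent, read luminescence 12 min later.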
HT1080-NT tox: kills 2HG-producing HT-1080-NT fibrosarcoma cells. HT-1080-NT fibrosarcoma viability, CellTiter-Glo ATP luminescence, 48 h. Potency, µM (highest dose often 46.1 µM), for the others: at the highest dose activity, negative = less viability, usual class: cytotoxic. hit rate 1.6% among 360,000. AID 686970;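 also: NT is the 2HG producing partner of a matched IDH1 knockdown line; 0% = DMSO-treated cells and -100% = media-only wells without cells; nearly all actives have a fitted effect of over 55% in size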
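HT-1080-NT fibrosarcoma cells (2HG-overproducing), 750 cells/well in RPMI with 5% FBS, dosed after 2 h and incubated 48 h at 37C. CellTiter-Glo luminescence normalized to DMSO and no-cell wells; concentration-response curves fitted and classed.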
HT1080 IDH1KD tx: toxicity to HT-1080 IDH1 knockdown cells (counter line); HT-1080 IDH1 knockdown viability, ATP luminescence, 48 h; Potency, µM (doses to about 46.1 µM), for inactives: top-dose activity, negative = toxicity, actives largely listed as cytotoxic; hit rate 2% among 360,000; AID 686971;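 also: 0% = DMSO wells and -100% = cell-free medium wells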
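In this qHTS, HT-1080 cells depleted of IDH1 are exposed for 48 h at 37 °C to compound titrations. Toxicity is scored from CellTiter-Glo luminescence, with DMSO as full viability and medium alone as none.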
* marks the source's active call; other numbers are inactive results; i = inactive; u = inconclusive; x = not tested or not shown; [ ] = dose if it differs, or a comment. Calls follow the shape of the dose curve; as a rule, active = well fitted curve in the direction sought with a large enough effect; inconclusive = small, poorly fitted or top-dose-only effect, or another doubt; inactive = no such curve, though single readings can be large; an effect the other way counts as inactive or inconclusive. Potency is read from the fitted curve at half-maximal effect.

SMILES | GLP-1R agonist | TDP43 rescue | GLP-1R inv ag | SW480 rereplic | KB-3-1 cytotox | KB-V1 MDR tox | GLP1R cytotox | HT1080-NT tox | HT1080 IDH1KD tx
COc1cccc(NC(=O)C2C3C=CC4(O3)C2C(=O)N(CCCN2CCCC(C)C2)C4C(=O)NC2CCCCC2C)c1 (centres undefined) | 5% | 24% | u | -3% | -1% | 3% | -3% | -19% | -18%
O=S(=O)(Nc1cccnc1)c1cccnc1 | 4% | -27% | 15% | u | u | -2% | 0% | -1% | 5%
COc1cc(/C=C/C(=O)OCC(=O)Nc2cc(S(=O)(=O)N(C)C)ccc2Cl)ccc1O | 8% | 0% | 13% | 3% | 10% | 11% | 5% | 0% | -11%
O=c1c2cc3c(cc2n(Cc2ccc(F)cc2)c(=O)n1Cc1nc(-c2ccccc2)no1)OCO3 | x | 8% | -1% | x | 3% | -6% | -3% | x | x
Cc1nnc(N/N=C/c2ccc(-c3ccccc3F)o2)n1N | 0% | -1%[9.22 µM] | 24% | 23% | -2% | 0% | 3% | -14% | -29%
COc1ccc(OC)c(NC(=O)CCn2c(=S)[nH]c3ccccc3c2=O)c1 | -4% | 1% | 16% | -12% | 4% | 5% | 14% | 13% | 11%
O=C(NC(=S)NCc1cccnc1)c1ccc([N+](=O)[O-])cc1 | -1% | 28% | 3% | -2% | 4% | 9% | 5% | 12% | 5%
COc1ccc(N(C(=O)c2snc(C(N)=O)c2N)C(C(=O)NC2CCCC2)c2cc(OC)ccc2OC)c(OC)c1 (centres undefined) | 11% | -9% | 13% | u | 7% | 3% | 6% | -27% | -5%
CCc1ccc(NC(=O)Nc2cnccn2)cc1 | 19% | u | -8% | 12% | 0% | -15% | -1% | -1% | -5%
Cc1cc(C)cc(Cn2c3ccc(NC(=O)NCc4ccc(F)cc4)cc3c(=O)n2C)c1 | 4% | 27% | -26% | x | -1% | 3% | -14% | 3% | -3%
CCOC(=O)c1[nH]c2ccccc2c1NC(=O)CC | -1% | 1% | 2% | -1% | -15% | -24% | 1% | 3% | -2%
COc1ccccc1Nc1nc(-c2ccccc2F)nc2ccccc12 | x | 13% | u | x | u | 8.2µM* | -12% | x | x
N#CCCN(C(=O)COC(=O)C1=NNC(=O)CC1)c1ccccc1 | 5% | 0% | -2% | -102%[inhibitor] | 16% | 17% | 2% | 6% | 12%
COc1ccc(C(=O)NNC2=NC(C)(C)Cc3cc(C)c(C)cc32)cc1 | -10% | 3% | 0% | -5% | 1% | u | 14% | 5% | 7%
CCOc1ccccc1N(C)C(=O)c1c2c(nc3ccccc13)C(=O)N(C1CCCCC1)C2 | x | 0% | u | x | 11% | 4% | -2% | x | x
O=C(Nc1ccc(N2CCOCC2)cc1)c1cc(F)c(F)cc1Cl | -1% | 15% | -13% | 12% | 5% | -17% | -7% | 21% | 0%
CC1CCCC(C)N1CC(O)COCc1ccccc1 (centres undefined) | 3% | -23% | -58% | 6% | 0% | -2% | -24% | 3% | -2%
C[C@H]1CN([C@@H](C)CO)C(=O)c2cc(Br)cnc2O[C@@H]1CN(C)S(C)(=O)=O | 18% | 15% | 6% | x | 2% | -11% | 4% | 16% | 4%
CSCCC(C(=O)N1CC2(C)CC1CC(C)(C)C2)N1C(=O)c2ccccc2C1=O (centres undefined) | 8% | -10% | u | u | -1% | -10% | 27% | -11% | -5%
O=C(NCC1CCCO1)c1ccc(S(=O)(=O)Nc2ccccc2F)cc1 (centres undefined) | 8% | -17% | 8% | u | 10% | 0% | -9% | 1% | 1%
COc1cccc(CN(C)C(=O)c2ccc3c(=O)n4c(nc3c2)CCC4)c1OC | 7% | 7% | 13% | 0% | -1% | u | 7% | 4% | 0%
C[C@H]1CN([C@@H](C)CO)C(=O)CCCn2nncc2CO[C@H]1CN(C)C(=O)c1cc(-c2ccccc2)on1 | -1% | 2% | -8% | x | -7% | 11% | -6% | -11% | -9%
O=c1oc2ccccc2c(Nc2ccc(Cl)cc2)c1[N+](=O)[O-] | 1% | 10% | u | 5% | u | -28% | -29% | u | -27%
CCOC(=O)c1ccc(NC(=O)Nc2cccc(OCc3cc(=O)n4ccc(C)cc4n3)c2)cc1 | x | 11% | -2% | x | 7% | u | 7% | x | x
Cc1cccc(OCCCCNCc2ccccc2)c1 | 7% | 7% | u | 1% | 10% | -22% | 15% | -24% | -17%
O=c1oc2cc(O)ccc2c2oc3cc(O)ccc3c12 | 1% | 6% | 7% | -10% | 0% | -5% | -11% | -10% | -21%
O=C(COC(=O)c1ccc(O)cc1O)NC(=O)Cc1ccccc1 | 7% | -5% | -8% | 0% | 9% | 24% | -3% | 1% | 14%
Cc1c(C)n(CCc2c[nH]c3ccccc23)ccc1=O | 1% | 20% | 14% | -3% | -10% | 0% | 4% | 9% | 7%
COCCC(=O)N1CCC(Oc2ccc(C(=O)NCc3cccc(C)n3)cc2)CC1 | 6% | -10% | -10% | -21% | 9% | -2% | -2% | -4% | 2%
CCOC(=O)c1[nH]c(COC(=O)c2ccccc2NC(=O)c2ccco2)c(C(=O)OCC)c1C | 3% | 28% | 39%[activator] | 0% | 2% | u | 1% | 0% | 1%
CCOC(=O)C(C)Oc1ccc(=O)n(-c2ccccc2)n1 (centres undefined) | 7% | -8% | 2% | -2% | 2% | -13% | 3% | 2% | 2%
COc1ccc(C2c3c(-c4ccc(F)cc4)n[nH]c3C(=O)N2c2ccccc2)cc1OC (centres undefined) | x | 11% | 11% | x | u | 1% | -5% | x | x
CCOC(=O)NC(=S)c1ccc[nH]1 | 6% | -7% | 14% | -2% | -2% | 0% | 4% | -7% | 12%
COc1ccccc1C(=O)C1CCCN(C(=O)c2ccccn2)C1 (centres undefined) | 1% | -1% | 6% | 3% | -5% | -7% | 13% | 6% | 6%
CCCCC(=O)NNC(=S)NC(=O)c1ccc(C)cc1 | 2% | -75%[inhibitor] | 4% | u | u | -8% | -7% | u | u
C[N+]1(CC(O)c2ccccc2)CCCCCC1 (centres undefined) | 14% | 0% | 3% | -4% | 3% | 15% | -11% | 7% | -1%
Cc1nc(C(C)N(C)Cc2c(C(=O)N3CCCCC3)nc3c(C)cccn23)c(C)s1 (centres undefined) | 10% | -20%[0.397 µM] | 12% | 3% | -4% | -4% | 7% | -2% | -1%
Nc1nccc(/C=C/c2c(F)cccc2Cl)n1 | 8% | -7% | 5% | u | u | u | 3% | -3% | -11%
O=C(Nc1cccc(Cl)c1)Nc1ccc2c(c1)C(=O)OC2 | -23% | -6% | 4% | -9% | 13% | u | -6% | 12% | 6%
COc1cc(NC(=O)CN2CC(c3ccccc3)CC2=O)cc(OC)c1 (centres undefined) | 4% | 13% | 12% | -3% | 10% | 0% | -5% | 5% | 4%

The closing 2 compounds of the part before are carried over, then new ones follow:
SMILES | GLP-1R agonist | TDP43 rescue | GLP-1R inv ag | SW480 rereplic | KB-3-1 cytotox | KB-V1 MDR tox | GLP1R cytotox | HT1080-NT tox | HT1080 IDH1KD tx
O=C(Nc1cccc(Cl)c1)Nc1ccc2c(c1)C(=O)OC2 | -23% | -6% | 4% | -9% | 13% | u | -6% | 12% | 6%
COc1cc(NC(=O)CN2CC(c3ccccc3)CC2=O)cc(OC)c1 (centres undefined) | 4% | 13% | 12% | -3% | 10% | 0% | -5% | 5% | 4%
Cc1nc2nc(-c3cccs3)cn2nc1C | -10% | -7% | u | -2% | -15% | 0% | i | -14% | -22%
Fc1cc(Cl)c(OCc2noc(-c3ccsc3)n2)c(Cl)c1 | 1% | 13% | 11% | -3% | 2% | -2% | -2% | 13% | 12%
O=C(NCCCn1ccnc1)c1ccc2c(c1)OCCO2 | -11% | 11% | 24% | -17% | 15% | 8% | -8% | 0% | 10%
Cc1ccc(Nc2nc3nonc3[nH]c2=O)cc1C | -17% | 6% | -24% | -7% | -6% | 4% | -19% | u | u
O=C(Nc1ccc2nc(-c3ccccc3)[nH]c2c1)c1cccs1 | -1% | -25% | 142%[activator] | 8% | 10% | -13% | -30% | u | 16%[9.24 µM]
CCc1cccc(NC(=O)c2cc3c(s2)-c2ccccc2OC3)c1 | -4% | -3% | u | x | u | u | 1% | x | x
Cc1onc(-c2ccccc2Cl)c1C(=O)Nc1ccccc1C(N)=O | 3% | -3% | u | 2% | -20% | -10% | -5% | -3% | 0%
CN(C)S(=O)(=O)c1cccc(NC(=O)CSc2ncnc3ccccc23)c1 | 3% | -17% | u | u | -20% | -7% | -13% | -3% | -11%
CCOc1cc(NC(=O)CCl)c(OCC)cc1NC(=O)CCl | 7% | 9% | u | 3.3µM* | 21µM* | u | u | u | u
NC(=O)COC(=O)c1ccc2c(c1)C(=O)N(Cc1ccco1)C2=O | 3% | 0% | 3% | -7% | 5% | 4% | -1% | 21% | 14%
CCCCCCCC#Cc1ccccc1/C=N/S(=O)c1ccc(C)cc1 (centres undefined) | 5% | -20% | -10% | 4% | -1% | -18% | -29% | 12% | 5%
Nn1cc(-c2ccccc2)nc1SCC(=O)Nc1cccc(S(N)(=O)=O)c1 | 7% | -13% | 6% | -11% | 7% | 0% | -1% | 23% | 25%
CCc1ccccc1NC(=O)COc1ccc(N2CC(C(N)=O)CC2=O)cc1 (centres undefined) | 4% | -2% | 3% | -7% | -27% | 3% | 13% | 1% | 6%
CCCC(=O)c1ccc(N2CCC(C)CC2)c(F)c1 | 7% | u | 4% | -231%[inhibitor] | 0% | -4% | -18% | 12% | 14%

Exported with two lines to a compound: part of the list above.
Every second line gives: GLP-1R agonist, TDP43 rescue, GLP-1R inv ag, SW480 rereplic, KB-3-1 cytotox, KB-V1 MDR tox, GLP1R cytotox, HT1080-NT tox, HT1080 IDH1KD tx
NC(=O)COC(=O)c1ccc2c(c1)C(=O)N(Cc1ccco1)C2=O
  3%, 0%, 3%, -7%, 5%, 4%, -1%, 21%, 14%
CCCCCCCC#Cc1ccccc1/C=N/S(=O)c1ccc(C)cc1 (centres undefined)
  5%, -20%, -10%, 4%, -1%, -18%, -29%, 12%, 5%
